Source: PubChem (several laboratories)
CendR NRP1 mod = modulators of CendR peptide binding to NRP-1, primary screen, biochemical, fluorescence polarization, uHTS | Neuropilin-1 (Homo sapiens), O14786 | FAM-RPARPAR peptide binding to NRP-1 | inhibition, % at 25 µM | 360,000 tested, 0.85% active;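 active = inhibition or corrected inhibition above about 18%, plus a signal ratio from 0.5 to 1.5, limit read from the data, passing the limit was not always enough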; note: strong numbers were not always called active
Target sequence (O14786 whole entry, looked up): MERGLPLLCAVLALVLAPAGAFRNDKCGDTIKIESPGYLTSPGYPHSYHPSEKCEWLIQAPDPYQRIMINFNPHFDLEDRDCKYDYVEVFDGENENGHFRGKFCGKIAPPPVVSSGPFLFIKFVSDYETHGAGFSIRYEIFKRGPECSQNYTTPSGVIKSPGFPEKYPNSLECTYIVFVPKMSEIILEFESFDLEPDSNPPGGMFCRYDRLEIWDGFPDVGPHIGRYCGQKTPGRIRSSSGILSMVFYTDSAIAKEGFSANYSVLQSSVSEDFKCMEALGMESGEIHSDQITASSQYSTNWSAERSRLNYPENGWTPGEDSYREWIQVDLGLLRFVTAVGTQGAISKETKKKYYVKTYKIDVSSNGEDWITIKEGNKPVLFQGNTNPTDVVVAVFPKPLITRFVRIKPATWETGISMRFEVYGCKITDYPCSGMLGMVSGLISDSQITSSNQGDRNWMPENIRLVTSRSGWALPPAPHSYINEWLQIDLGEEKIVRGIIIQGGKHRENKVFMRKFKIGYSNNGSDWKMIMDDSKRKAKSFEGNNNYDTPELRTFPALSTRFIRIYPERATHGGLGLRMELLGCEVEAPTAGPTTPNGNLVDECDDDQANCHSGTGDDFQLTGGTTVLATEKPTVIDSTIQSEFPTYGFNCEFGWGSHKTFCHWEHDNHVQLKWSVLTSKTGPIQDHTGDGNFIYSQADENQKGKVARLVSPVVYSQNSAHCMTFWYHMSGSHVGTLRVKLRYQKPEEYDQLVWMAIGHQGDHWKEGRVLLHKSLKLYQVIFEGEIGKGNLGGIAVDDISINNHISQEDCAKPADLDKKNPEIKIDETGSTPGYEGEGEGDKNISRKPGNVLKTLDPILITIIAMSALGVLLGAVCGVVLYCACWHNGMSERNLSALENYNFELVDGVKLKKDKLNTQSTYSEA
SUMO1 PPI mod = modulators of SUMO1 protein-protein interactions, primary screen, biochemical, uHTS; Small ubiquitin-related modifier 1 (Homo sapiens), P63165; SUMO1 binding to a labelled peptide, TR-FRET, 1 h; inhibition, % at 20 µM; 360,000 tested, 0.33% active; in the data active = inhibition above about 37%
SKN-1 block = suppressors of acrylamide-induced Pgst-4::GFP reporter in worms, primary screen, SKN-1 inhibitor project, whole organism, uHTS, GFP/RFP fluorescence ratio, strain VP596 | AID 624304, 2012 | inhibition, % at 21.8 µM | C. elegans VP596 Pgst-4::GFP/RFP ratio, 24 h | 360,000 tested, 0.49% active;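 active = interference check ratio from 0.5 to 1.5 plus GFP to RFP signal ratio inhibition reaching or exceeding a fixed threshold, cut at about 30% in these data, passing the limit was not always enough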; note: some compounds called inactive have numbers as strong as hits
Tb MetRS inh = T. brucei MetRS inhibitors, primary screen, biochemical, luminescence; methionyl-tRNA synthetase (Trypanosoma brucei brucei); purified T. brucei MetRS, ATP depletion, Kinase-Glo luminescence; inhibition, % at 11.9 µM; 360,000 tested, 0.4% active; AID 624268, 2012;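 active = inhibition above a per-plate cutoff of the control wells' mean inhibition plus 3 SD, cut at about 5.5% in these data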;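 note: 0% = DMSO wells median and 100% = median of wells with control inhibitor compound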
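Test system – parasite MetRS enzyme · Reagent – substrates ATP, L-methionine and bulk Escherichia coli tRNA · Doses – 11.9 µM compound single dose, 0.9% DMSO · Times – 15 min enzyme-compound preincubation, 2 h reaction, 10 min detection, 25 °C · Signal – Kinase-Glo luminescence, ATP depletion format · Controls – DMSO-only wells as low control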
Neddyl block = inhibitors of cullin neddylation, primary screen, biochemical, TR-FRET, uHTS, NAE and Ubc12 | NEDD8-conjugating enzyme Ubc12 (Homo sapiens) + NEDD8-activating enzyme E1 regulatory … | 360,000 tested, 0.58% active | calls only at 25 µM; in the data active = inhibition above about 36%
STEP block = STEP phosphatase inhibitors, primary screen, biochemical, fluorescence intensity, uHTS. Tyrosine-protein phosphatase non-receptor type 5 (Homo sapiens), P54829. recombinant STEP, OMFP fluorogenic substrate. inhibition, % at 20 µM. 360,000 tested, 0.25% active;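 active = inhibition at 20 µM, scaled per plate between control wells, above about 37%, limit read from the data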;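 note: 0% = DMSO with enzyme and substrate and 100% = substrate only without enzyme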
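Material: STEP (striatal-enriched tyrosine phosphatase) enzyme, cell-free | Medium: 50 mM Bis-Tris pH 6.0 with 2.5 mM DTT and 0.005% Tween 20 | Read-out: Percent inhibition scaled to no-enzyme and uninhibited-enzyme controls, plate-pattern corrected | Signal: Fluorescence read at 480 nm ex / 540 nm em | Times: 20 min reaction, room temperature, in the dark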
Scp1 inh = Scp-1 phosphatase inhibitors, primary screen, biochemical, colorimetric, uHTS; Carboxy-terminal domain RNA polymerase II polypeptide A small phosphatase 1 (Homo …; 340,000 tested, 0.88% active; AID 493091, 2011; Recombinant Scp1, phosphopeptide, malachite green phosphate absorbance; inhibition, % at 20 µM;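 active = inhibition above about 50% at 20 µM, limit read from the data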;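 note: plate controls were DMSO wells with enzyme for no effect and wells lacking enzyme for full effect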
Target sequence (Q9GZU7 76-261 limits assumed): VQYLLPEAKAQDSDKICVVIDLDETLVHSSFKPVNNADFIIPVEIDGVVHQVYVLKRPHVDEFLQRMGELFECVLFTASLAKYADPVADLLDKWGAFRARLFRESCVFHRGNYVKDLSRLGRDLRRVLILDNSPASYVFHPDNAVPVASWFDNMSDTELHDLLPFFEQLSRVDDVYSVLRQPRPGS
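assay system = SCP-1 phosphatase catalytic domain, residues 76-261 | buffer or medium = 50 mM Tris acetate pH 5.5, 0.005% Tween-20, 10 mM MgCl2 | incubation = enzyme reaction 45 min at room temperature, colour 5 min, stabilisation 30 min | signal = Phosphate-binding colour reagent, absorbance read at 630 nm | measure = % inhibition at 20 µM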
LMPTP inh = LMPTP phosphatase inhibitors, primary screen, biochemical, fluorescence intensity, uHTS; Low molecular weight phosphotyrosine protein phosphatase (Homo sapiens), P24666; recombinant LMPTP-A, OMFP fluorogenic substrate; inhibition, % at 20 µM; 360,000 tested, 0.22% active;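 active = compounds that cut the enzyme signal by at least half of the control window in the single-dose screen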;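 note: plate controls were DMSO wells with enzyme plus substrate for no effect and substrate without enzyme for full effect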
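test system = LMPTP-A | amount = 0.625 nM LMPTP-A final | reagent = fluorogenic phosphatase substrate OMFP at 400 µM final | incubation = 50 min at room temperature | benchmarks = no-enzyme low control, uninhibited high control | medium = Bis-Tris pH 6.0, DTT, detergent | signal = fluorescence intensity of OMFP turnover product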
NadD block = inhibitors of S. aureus NadD, primary screen, biochemical, colorimetric, uHTS; Nicotinate-nucleotide adenylyltransferase NadD (Staphylococcus aureus N315); purified NadD enzyme, colorimetric absorbance read-out; AID 602399, 2012; inhibition, % at 20 µM; 360,000 tested, 0.78% active; in the data active = inhibition above about 26%; note: some compounds past the cut are filed as inactive
DNMT1 inh = human DNMT1 methyltransferase inhibitors, primary screen, biochemical, molecular beacon, fluorescence, HinP1I cleavage, uHTS | DNA (cytosine-5)-methyltransferase 1 (Homo sapiens), P26358 | inhibition (reported as % activation of signal), % at 10 µM | 360,000 tested, 0.83% active | AID 588458, 2011; in the data active = inhibition above about 50%
The depositor's hits bear a star; i = inactive; nt = no result given; & = joins results of further samples.

item	Compound	LMPTP inh	DNMT1 inh	Tb MetRS inh	SKN-1 block	NadD block
1	COC(=O)C[C@H]1C[C@@H]2c3cc(N(C)C)ccc3O[C@@H]2[C@H](CO)O1	-1.4	-2	-0.9	0	5
2	COc1cccc(CNS(=O)(=O)c2ccc3c(c2)CC(C)N3C(=O)C2CC2)c1 (stereo unspecified)	-0.1	-5	-0.4	13	-5
3	Cc1ccccc1-c1nnc(SCC(=O)NC2CCCCC2)o1	-2.6	1	-0.4	15	-1
4	Cc1ccc(CS(=O)Cc2ccc(C(=O)NCc3ccccc3Br)o2)cc1 (stereo unspecified)	-1.0	1	-0.4	-4	-1
5	Cc1ccc(C2CC(C(F)(F)F)n3nc(C(=O)Nc4c(C)n(C)n(-c5ccccc5)c4=O)cc3N2)cc1 (stereo unspecified)	0.5	-4	0.5	1	0
6	Cc1ccccc1S(=O)(=O)Nc1ncnc2scc(-c3ccccc3)c12	-0.9	-3	0.3	6	-4
7	CC(C)C[C@H](NC(=O)c1nc[nH]c1C(=O)N[C@@H](CCCCN)C(=O)OC(C)(C)C)C(=O)OC(C)(C)C	-2.9	-1	-0.2	0	1
8	COc1cc(O)c(C(=O)CC(=O)c2ccncc2)c(OC)c1	1.2	0	0.6	-12	1
9	Cc1cccc2[nH]c(CN(C)C(=O)C3CCC(=O)N(C4CC4)C3)nc12 (stereo unspecified)	-0.2	2	-0.3	-2	-4
10	COc1cccc(NC(=O)N2CCOCC2)c1	-0.1	-1	-1.3	9	3
11	C/C(N)=C(/C#N)C(=O)COC(=O)COc1ccc(Cl)cc1	-1.7&-0.8	7&-4	-0.1&0.3	7&-9	-2&-4
12	COc1cccc(/C=N/NC(=S)NCCc2ccccc2)c1OC	1.1	0	-0.4	-3	-8
13	COc1cccc(C(=O)N2CCN(Cc3ccco3)CC2)c1OC	-2.1	2	-1.9	9	-3
14	CC(=O)C(Sc1nc(NC(C)(C)C)nc(N(C)C)n1)C(C)=O	1.5	-1	-0.8	1	5
15	COC(=O)C1CCN(c2ccc(Cl)nn2)CC1	1.0	1	-0.3	15	1

item	Neddyl block	STEP block	SUMO1 PPI mod	CendR NRP1 mod	Scp1 inh
1	i	-2	6	-4	nt
2	i	-3	0	1	-4
3	i	2	-1	14	-4
4	i	0	-3	10	-1
5	i	0	-2	3	1
6	i	-6	0	-10	-11
7	i	-1	8	-4	4
8	i	0	-3	-1	-19
9	i	-2	9	6	-11
10	i	1	0	3	-11
11	i	-2&1	0&-5	7&3	-7&0
12	i	0	4	-1	-5
13	i	-2	-2	10	4
14	i	0	1	2	-13
15	i	6	-3	4	-2

6 compounds already listed, ordered by their value in SUMO1 PPI mod, descending:
No. | smiles | LMPTP inh | DNMT1 inh | Tb MetRS inh | SKN-1 block | NadD block | Neddyl block | STEP block | SUMO1 PPI mod | CendR NRP1 mod | Scp1 inh
9 | Cc1cccc2[nH]c(CN(C)C(=O)C3CCC(=O)N(C4CC4)C3)nc12 (stereo unspecified) | -0.2 | 2 | -0.3 | -2 | -4 | i | -2 | 9 | 6 | -11
7 | CC(C)C[C@H](NC(=O)c1nc[nH]c1C(=O)N[C@@H](CCCCN)C(=O)OC(C)(C)C)C(=O)OC(C)(C)C | -2.9 | -1 | -0.2 | 0 | 1 | i | -1 | 8 | -4 | 4
10 | COc1cccc(NC(=O)N2CCOCC2)c1 | -0.1 | -1 | -1.3 | 9 | 3 | i | 1 | 0 | 3 | -11
3 | Cc1ccccc1-c1nnc(SCC(=O)NC2CCCCC2)o1 | -2.6 | 1 | -0.4 | 15 | -1 | i | 2 | -1 | 14 | -4
5 | Cc1ccc(C2CC(C(F)(F)F)n3nc(C(=O)Nc4c(C)n(C)n(-c5ccccc5)c4=O)cc3N2)cc1 (stereo unspecified) | 0.5 | -4 | 0.5 | 1 | 0 | i | 0 | -2 | 3 | 1
4 | Cc1ccc(CS(=O)Cc2ccc(C(=O)NCc3ccccc3Br)o2)cc1 (stereo unspecified) | -1.0 | 1 | -0.4 | -4 | -1 | i | 0 | -3 | 10 | -1

New compounds follow
item	Compound	LMPTP inh	DNMT1 inh	Tb MetRS inh	SKN-1 block	NadD block
16	c1csc(-c2nc(CN3CCSCC3)cs2)c1	-0.9	1	1.3	5	-1
17	CCOc1ccccc1-c1nc(CN2CCN(C(=O)c3ccco3)CC2)c(C)o1	-1.1	0	0.4	8	8
18	Cc1ccsc1/C=N/NC(=O)Cc1cccn1C	-0.6	-6	-0.1	-9	-5
19	NC(=O)CC(NC(=O)c1ccc(Br)cc1)c1ccc(N2CCC(Br)CC2)c([N+](=O)[O-])c1 (stereo unspecified)	0.7	6	0.3	-3	8
20	COc1ccc(S(=O)(=O)Nc2c(F)cccc2F)cc1	-0.2	-1	-0.5	-15	-7
21	COc1ccccc1/C=C/C(=O)OCC(=O)Nc1ccccc1Sc1ccccc1	1.5	-5	0.0	-11	-3
22	Cc1ccc(C(=O)NCCCN2CCOCC2)cc1S(=O)(=O)N1CCOCC1	-6.9	-6	-0.4	3	0
23	C[C@@H]1CN([C@@H](C)CO)C(=O)CCCn2nncc2CO[C@H]1CN(C)S(=O)(=O)c1cccc(C#N)c1	-1.0	1	-0.9	7	0
24	Cc1ccc2c(C(=O)CN3CC(C)CC(C)C3)c(C)[nH]c2c1 (stereo unspecified)	1.0	-1	-0.3	13	0
25	CC(OC(=O)CCC(=O)c1ccc(F)cc1)C(=O)NC1CCCCC1C (stereo unspecified)	-0.4	-1	-0.7	10	-4
26	CCN(CC(=O)Nc1c(F)cccc1F)C(=O)C1CCCN(C(=O)c2ccc(Cl)cc2)C1 (stereo unspecified)	-9.5	0	0.2	-6	8
27	Cc1cc(NCCO)c2cc(O)ccc2n1	8.1	3	0.1	15	1
28	Cc1ccc([C@H]2C[C@@H](n3cc(COC(=O)c4ccccc4)nn3)[C@H](O)CN2C(=O)C2CCCCC2)cc1	0.2	-2	-0.4	4	3
29	CCC(C)C(NC(=O)C1CCC(C)CC1)C(=O)NCc1cccnc1 (stereo unspecified)	-2.8	4	-0.4	0	7
30	COc1cc(C2C(C(=O)c3ccc(C)o3)=C(O)C(=O)N2CCCn2ccnc2)cc(OC)c1OC (stereo unspecified)	-5.0	0	-0.2	1	-5

item	Neddyl block	STEP block	SUMO1 PPI mod	CendR NRP1 mod	Scp1 inh
16	i	-3	-13	-2	0
17	i	1	0	-3	-7
18	i	-3	0	5	-7
19	i	2	-10	3	1
20	i	-1	6	9	-3
21	i	-3	2	-6	-5
22	i	1	-3	6	-4
23	i	1	1	6	nt
24	i	-2	1	12	nt
25	i	1	5	4	-7
26	i	-1	-37	14	-7
27	nt	0	-5	3	-2
28	i	-3	-2	-6	nt
29	i	-5	1	-4	-2
30	i	1	-4	10	-9

(continued)
item	Compound	LMPTP inh	DNMT1 inh	Tb MetRS inh	SKN-1 block	NadD block
31	FC(F)Oc1ccc(NC(=S)N2CCN(Cc3ccccc3)CC2)cc1	-0.2	9	-0.2	-13	-5
32	CCOC(=O)C(Nc1ccc2ccccc2c1)C(=O)OCC	0.7	-25	0.0	-2	-8
33	O=C(COC(=O)c1cccnc1)Nc1ccc2c(c1)OCO2	-0.4	-3	-0.7	0	-5
34	COc1ccc(CCNC(=O)/C(C#N)=C2\N=C(NC(=O)c3cccs3)c3ccccc32)cc1	-0.7	-3	-0.9	-3	2
35	CC(CN1CCN(C)CC1)OC(=O)c1ccccc1 (stereo unspecified)	-1.7	0	-0.2	0	0
36	CCOc1ccc(CNC(=O)CCn2c(=O)oc3ccccc32)cc1OC	-0.5	3	0.4	0	-1
37	CSc1nc(-c2ccccc2)nc(N2CCOCC2)c1C(C)=O	1.3	-1	1.0	2	-4
38	Cc1ccc(C)c(S(=O)(=O)N2CCN(C(=O)CSc3ccccc3F)CC2)c1	-5.6	-2	0.2	-3	-6
39	O=C(O)c1ccc(-c2noc(-c3cccc(C(F)(F)F)c3)n2)cc1	-1.4	2	-0.2	5	0
40	S=C(c1ccc(Cl)cc1)N1CCN(Cc2ccccc2)CC1	1.3	0	-0.1	-3	-1
41	OC(c1cccnc1)c1nc(-c2ccc3c(c2)OCO3)cs1 (stereo unspecified)	0.4	0	0.5	10	0
42	CC(C)C[C@H](NC(=O)OC(C)(C)C)c1nnc(SCC(=O)Nc2ccc(Br)cc2)o1	1.7	-5	0.7	-10	-5
43	CCCS(=O)(=O)NC(=O)C1(C)CCCN(C(=O)c2ccncc2)C1 (stereo unspecified)	-3.0	1	0.3	9	0
44	COCCn1cnnc1SCC(=O)Nc1cccc(S(=O)(=O)N(C)c2ccccc2)c1	0.4	-3	0.3	11	-2
45	CC1=CC(=O)CC(C)(C)C1(O)/C=C/C(C)=C/C(=O)O (stereo unspecified)	-1.6	2	-0.8	3	4
46	O=C1c2ccccc2C(=O)N1C1(C(=O)NC2(C(=O)O)CCCC2)CCCC1	-1.3	-2	-0.2	9	0
47	Cc1c(NC(=O)c2cc(S(=O)(=O)N3CCCCC3)ccc2Cl)c(=O)n(-c2ccccc2)n1C	-0.3	-1	-0.2	-9	-2

item	Neddyl block	STEP block	SUMO1 PPI mod	CendR NRP1 mod	Scp1 inh
31	i	-2	2	1	13
32	i	2	-6	3	-2
33	i	-3	6	-18	-3
34	i	-2	-21	-17	39
35	i	-1	-4	15	-7
36	i	0	-1	-5	-18
37	i	3	2	4	-2
38	i	1	-24	24*	1
39	i	-1	8	-6	-1
40	i	2	-2	2	-5
41	i	-1	-4	-2	nt
42	i	2	2	-6	-12
43	i	-1	1	-10	nt
44	i	6	-1	12	-3
45	i	-2	-3	-1	-7
46	i	-1	-6	13	0
47	i	-3	1	-4	-4

Compounds as they come. About 4.6% of those tested had a hit in this group.
